Screens deposited in PubChem BioAssay by The Scripps Research Institute Molecular Screening Center.
Fam108B inh: mouse Fam108B serine hydrolase inhibitors, primary screen, counter-screen for RBBP9 inhibitor project, biochemical, fluorescence polarization; recombinant Fam108B, FP-Rh probe fluorescence polarization; AID 1947, 2009; 0.33% of 300,000 active; inhibition, % at 9.51 µM;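 active means inhibition above the screen mean inhibition plus 3 SD, computed separately per campaign, cut at about 18% in these data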;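 further: inhibitors lower polarization as less probe binds the enzyme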
PAFAH2 inh: PAFAH2 enzyme inhibitors, primary screen, biochemical, fluorescence polarization, human | Platelet-activating factor acetylhydrolase 2, cytoplasmic (Homo sapiens), Q99487 | recombinant PAFAH2, FP-rhodamine activity probe | inhibition, % at 3.39 µM | 0.99% of 340,000 active;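 active means inhibition above the mean over all tested compounds plus 3 SD, cut at about 30% in these data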;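 further: inhibitors block probe labeling of enzyme so polarization drops; 0% = enzyme with DMSO and 100% = wells lacking PAFAH2 protein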
PAFAH1B2 inh: PAFAH1B2 enzyme inhibitors, primary screen, biochemical, fluorescence polarization, human | Platelet-activating factor acetylhydrolase IB subunit alpha2 (Homo sapiens), P68402 | recombinant PAFAH1B2, FP-rhodamine activity probe | inhibition, % at 3.39 µM | 1.2% of 340,000 active | AID 492953, 2010;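 active means inhibition above the mean of all tested compounds plus 3 SD, cut at about 24% in these data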;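 further: 0% = enzyme with DMSO and 100% = wells lacking PAFAH1B2; many of its hits are not listed in these tables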
Target sequence (P68402 whole entry, looked up): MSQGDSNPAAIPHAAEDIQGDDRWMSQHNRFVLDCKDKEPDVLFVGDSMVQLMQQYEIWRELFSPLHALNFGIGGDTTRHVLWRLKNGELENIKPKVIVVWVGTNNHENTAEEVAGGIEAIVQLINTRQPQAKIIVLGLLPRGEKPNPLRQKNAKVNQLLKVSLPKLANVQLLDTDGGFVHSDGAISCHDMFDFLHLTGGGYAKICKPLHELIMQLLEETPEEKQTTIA
pPAFAH inh: pPAFAH enzyme inhibitors, primary screen, biochemical, fluorescence polarization, human. recombinant pPAFAH, FP-rhodamine probe fluorescence polarization. 1.5% of 330,000 active. inhibition, % at 3.39 µM. AID 463082, 2010;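 active means inhibition above the mean inhibition across the screen plus 3 SD, cut at about 25% in these data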;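 further: inhibitors block binding of the rhodamine activity-based probe so polarization drops; 0% = enzyme with DMSO and 100% = wells lacking pPAFAH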
Target sequence (Q13093 whole entry, looked up): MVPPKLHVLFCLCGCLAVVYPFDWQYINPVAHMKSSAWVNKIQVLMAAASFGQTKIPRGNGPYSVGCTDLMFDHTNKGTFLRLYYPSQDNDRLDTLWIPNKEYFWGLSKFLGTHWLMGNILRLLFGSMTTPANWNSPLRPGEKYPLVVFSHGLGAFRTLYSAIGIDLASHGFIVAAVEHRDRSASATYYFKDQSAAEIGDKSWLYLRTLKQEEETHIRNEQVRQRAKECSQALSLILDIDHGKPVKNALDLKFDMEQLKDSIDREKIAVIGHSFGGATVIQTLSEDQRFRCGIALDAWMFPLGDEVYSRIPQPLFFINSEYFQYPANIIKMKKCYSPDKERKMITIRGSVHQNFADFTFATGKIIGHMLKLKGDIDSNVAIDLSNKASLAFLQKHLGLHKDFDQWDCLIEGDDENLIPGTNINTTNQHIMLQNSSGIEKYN
PAFAH1B3 FP inh: PAFAH1B3 enzyme inhibitors, primary screen, biochemical, fluorescence polarization, human; AID 492972, 2010; 0.28% of 340,000 active; inhibition, % at 3.39 µM; Platelet-activating factor acetylhydrolase IB subunit alpha1 (Homo sapiens), Q15102; recombinant PAFAH1B3, FP-rhodamine probe;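 active means inhibition above the screen-wide average of all tested compounds plus 3 SD, cut at about 25% in these data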;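 further: 0% = enzyme with DMSO only and 100% = wells lacking PAFAH1B3 protein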
Target sequence (Q15102 whole entry, looked up): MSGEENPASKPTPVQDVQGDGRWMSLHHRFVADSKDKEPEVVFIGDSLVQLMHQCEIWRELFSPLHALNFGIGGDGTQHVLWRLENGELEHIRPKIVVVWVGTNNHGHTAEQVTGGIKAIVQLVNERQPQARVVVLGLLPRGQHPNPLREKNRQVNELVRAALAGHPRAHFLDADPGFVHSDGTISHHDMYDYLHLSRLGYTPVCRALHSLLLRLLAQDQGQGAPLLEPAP
PAD4 FP inh: human PAD4 inhibitors, primary screen, biochemical, fluorescence polarization, 1536-well format. recombinant PAD4, RCA probe fluorescence polarization. AID 485272, 2010. 0.41% of 330,000 active. inhibition, % at 6.36 µM. Protein-arginine deiminase type-4 (Homo sapiens), Q9UM07;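 active means percent inhibition above a cutoff equal to the mean of all tested compounds plus 3 SD, cut at about 15% in these data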;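 further: 0% = PAD4 with RCA probe and DMSO and 100% = probe without PAD4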
LYPLA1 counter: LYPLA1 inhibitors, primary screen, counter-screen for PME1 inhibitor project, biochemical, fluorescence polarization, FP-Rh probe ABPP; recombinant LYPLA1; inhibition, % at 5.9 µM; 0.16% of 320,000 active; AID 2174, 2009;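 active means inhibition above the mean of all tested compounds plus 3 SD, set per campaign, cut at about 14% in these data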;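 further: inhibitors block serine hydrolase probe labeling of LYPLA1 so polarization falls; 0% = enzyme with DMSO and 100% = wells lacking LYPLA1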
GSTO1 inh: inhibitors of recombinant GSTO1, primary screen, counter-screen for RBBP9 inhibitor project, biochemical, fluorescence polarization | inhibition, % at 5.96 µM | Glutathione S-transferase omega-1 (Homo sapiens), P78417 | 1.1% of 300,000 active | activity-based probe fluorescence polarization | AID 1974, 2009;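 active means inhibition above the campaign mean inhibition plus 3 SD, cut at about 35% in these data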;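 further: 0% = GSTO1-1 with DMSO and 100% = wells lacking GSTO1-1 enzyme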
PME-1 inh: PME-1 inhibitors via competitive probe labeling, primary screen, biochemical, fluorescence polarization, FP-Rh probe, HTS; Protein phosphatase methylesterase 1 (Homo sapiens), Q9Y570; recombinant PME-1; inhibition, % at 5.9 µM; 0.53% of 320,000 active;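 active means inhibition above the campaign mean of all compounds plus 3 SD, cut at about 26% in these data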;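 further: competitive labeling of PME-1 active site by serine hydrolase directed probe; 0% = PME-1 with DMSO and 100% = wells lacking PME-1 enzyme; inhibitors block probe labeling so polarization falls and inhibition rises; many of its hits are not listed in these tables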
Numbers without * were called inactive; . = not tested or not shown.

SMILES | Fam108B inh | PAFAH2 inh | PAFAH1B2 inh | pPAFAH inh | PAFAH1B3 FP inh | PAD4 FP inh | LYPLA1 counter | GSTO1 inh | PME-1 inh
CCOC(=O)[C@@H]1[C@H]2COc3cc(OC)ccc3[C@H]2N2C(=O)N(c3ccc(C)cc3)C(=O)[C@@]12C | -1 | 6 | 0 | 7 | 9 | -4 | -1 | -3 | -2
Cc1ccc(CNC(=O)Cn2c(=O)n(-c3ccccc3)c(=O)c3sccc32)cc1 | 0 | -15 | 1 | 0 | 8 | 0 | 4 | -4 | 0
COc1ccc(Br)c(C(=O)NC2CCCC2)c1 | -2 | 9 | 2 | 5 | 6 | 0 | 1 | -6 | -1
O=C(CCCN1C(=O)c2ccccc2C1=O)NCc1ccco1 | -2 | 5 | -5 | 3 | -4 | -1 | 2 | 10 | 2
CCOC(=O)C1CCCN(C(=O)CCNS(=O)(=O)c2ccc(Br)cc2)C1 (stereo not drawn) | . | -8 | 9 | 3 | 5 | -1 | -1 | . | 0
CCOc1ccc(N2CC(NC(=O)c3cccc4ccccc34)CC2=O)cc1 (stereo not drawn) | 2 | 7 | 1 | 0 | 4 | 3 | 0 | 5 | 4
S=C1NC[C@H](Cc2ccccc2)N1CCc1cccc2ccccc12 | -6 | 3 | 1 | 5 | 10 | 3 | -4 | 3 | 6
COc1ccc(CCNC(=O)c2noc3c2CCCC3)cc1OC | -2 | 2 | 7 | 3 | 0 | 1 | -3 | -3 | 1
Nc1ccn(CC(=O)NCCCc2ccccc2)c(=O)n1 | . | -8 | 2 | -6 | 2 | 2 | 6 | . | -2
C[C@@H](c1ccccc1)N1C[C@H]2CCCN2c2cc(Br)ccc2S1(=O)=O | . | -11 | 2 | 5 | 3 | 2 | . | . | .
CC(=O)Nc1ccc(C(=O)CSc2nc3ccc(C)cc3[nH]2)cc1 | 10 | -1 | -3 | 5 | 3 | 0 | -5 | -1 | -7
COc1ccc(C2OC(=O)CC2C(=O)NC2CCCC(C)C2C)cc1OC (stereo not drawn) | 2 | -11 | 3 | 0 | 2 | -5 | 3 | -10 | 1
O=C(Nc1nnc(-c2cccs2)o1)c1ccc(S(=O)(=O)N2CCOCC2)cc1 | 0 | 3 | 3 | -2 | 5 | 1 | 0 | 6 | 1
CCOC(=O)N1CCC(=NNC(=O)c2ccc(O)cc2)CC1 | 2 | -8 | -1 | 6 | 2 | -1 | -3 | 3 | -6
CCOC(=O)CC(=O)CSc1nc2c(sc(=S)n2-c2ccc(C)c(C)c2)c(=O)[nH]1 | 2 | 11 | 4 | 17 | 4 | -2 | 0 | 9 | -2
COc1ccc(N(C)C(=O)c2sc(Cl)nc2C)cc1 | 3 | -5 | -2 | -4 | 6 | -3 | -3 | 7 | -1
Cc1ccc(CN2CCNC(=O)C2CC(=O)NCc2cc(C)n(C)n2)cc1 (stereo not drawn) | 0 | -2 | 1 | -1 | -4 | 1 | -1 | -1 | 6
CS(=O)(=O)O/N=C1\CCCCC1c1ccc([N+](=O)[O-])cc1[N+](=O)[O-] (stereo not drawn) | -2 | 3 | 6 | 4 | -1 | 2 | 0 | 4 | 2
CC1(C)CC(=O)c2sc(NC(=O)C3COc4ccccc4O3)nc2C1 (stereo not drawn) | -4 | 0 | 1 | -5 | 4 | 5 | -1 | -5 | 0
COc1ccccc1/C=C/C1=NC(=C\C=C/c2ccccc2)/C(=O)O1 | -11 | -7 | -10 | 12 | -5 | 0 | -3 | -9 | -5
O=C(OC1CCOC1=O)c1ccc2ncsc2c1 (stereo not drawn) | 0 | 0 | 6 | 1 | -5 | 2 | -5 | 1 | 5
CCCN(C1CCS(=O)(=O)C1)S(=O)(=O)c1ccc2ccccc2c1 (stereo not drawn) | . | 2 | 3 | 1 | 1 | 3 | 0 | . | 0
Cc1nc(SCc2ccc(Cl)c(Cl)c2)ncc1C(=O)O | -1 | 28 | 3 | 2 | -3 | -3 | -1 | 3 | 0
CC(NC(=O)CN1CCN(c2ncccn2)CC1)c1ccc(F)cc1 (stereo not drawn) | 4 | 0 | -4 | 4 | 0 | 1 | 4 | 6 | 4
Cc1ccccc1NC(=O)Cn1nnc(-c2ccc(CN3CCC(C)CC3)cc2)n1 | -8 | -1 | 3 | 1 | 2 | 7 | -2 | 4 | -13
(continued)
SMILES | Fam108B inh | PAFAH2 inh | PAFAH1B2 inh | pPAFAH inh | PAFAH1B3 FP inh | PAD4 FP inh | LYPLA1 counter | GSTO1 inh | PME-1 inh
C=CCNC(=O)c1onc(CSc2cccc(C)c2)c1C(=O)O | -2 | 4 | 13 | 0 | 9 | 3 | 4 | -1 | 3
N#CCC(=O)Nc1ccc(C(=O)Nc2ccc3c(c2)OCO3)cc1 | . | -4 | 5 | 8 | 12 | -6 | -20 | . | 1
COc1ccc(OC)c2sc(NC(=O)C(C)C)nc12 | 2 | 1 | 8 | 6 | 10 | 2 | -1 | 4 | 2
CCCc1cc(N2CCN(c3ccccn3)CC2)n2nc(C)c(-c3ccccc3)c2n1 | 3 | -4 | 7 | 7 | 4 | 0 | -2 | 1 | 4
Cc1ccccc1C(=O)N(C)Cc1ccccc1 | 3 | -4 | -3 | -4 | 6 | -2 | 0 | 1 | 2
CN(C)C(=O)[C@@H]1C[C@H]1[C@@H](NC(=O)OCc1ccccc1)c1ccccc1 | 1 | 10 | 3 | 9 | 4 | 0 | 2 | 2 | 7
CC1(C)CC(=O)C2=C(C1)Nc1ccccc1N=C2 | -1 | . | . | 4 | . | -8 | 3 | -1 | 8
S=C(NCCC(c1ccccc1)c1ccccc1)Nc1ccccc1Cl | -29 | -10 | 7 | -10 | 7 | -4 | -28 | -17 | -55
CCCn1nc(C(=O)NCCc2ccc(S(N)(=O)=O)cc2)c2ccccc2c1=O | 2 | -5 | 4 | 0 | 2 | -1 | 0 | 1 | 1
Cc1cc(/C=N/NC(=O)C(=O)NCc2ccccn2)c(C)n1-c1ccccc1 | 0 | 12 | 0 | 3 | 0 | -1 | 7 | 1 | -1
COc1ccc(C(=O)CN2C(=O)NC3(CCCCCC3)C2=O)cc1 | 6 | 0 | 3 | 4 | 5 | -6 | 0 | 0 | 3
CCOC(=O)C1C(c2cc(OC)c(OC)c(OC)c2)NC(=S)NC1(O)C(F)(F)F (stereo not drawn) | -1 | 6 | 7 | 4 | 1 | 5 | -2 | 2 | -1
Cc1cccc(NC(=O)c2sccc2-n2cccc2)c1C | -1 | 4 | 4 | -1 | 4 | -1 | -3 | 2 | 5
CN(C)c1ccc(NC(=O)c2sc(SCC(=O)Nc3ccc(Br)cc3)nc2N)cc1 | 3 | -13 | -2 | -1 | 2 | 2 | -3 | 4 | 3
CC(=O)Nc1ccc(N2C(=O)CC(N3CCN(Cc4ccc5c(c4)OCO5)CC3)C2=O)cc1 (stereo not drawn) | 5 | 1 | 4 | -3 | -2 | 3 | 0 | 18 | -8
N#Cc1c(C(F)(F)F)cc(-c2cccs2)nc1N1CCCCC1 | 1 | 1 | 8 | 0 | 5 | 1 | 2 | -4 | 2
Cc1cc(S(=O)(=O)Nc2ccc(C(=O)NCC3(N(C)C)CCCCC3)cc2)ccc1F | -1 | -7 | -1 | -9 | 6 | 1 | 0 | -1 | -7
Brc1ccccc1-c1nnc(CSc2nnc3sc4ccccc4n23)o1 | -2 | 11 | 5 | 4 | 2 | 4 | 1 | -2 | 7
CCc1cccc(CC)c1N(COC)C(=O)Cn1cnc2ccccc21 | -2 | . | . | -6 | . | -10 | 1 | -3 | 1
Cc1ncc([N+](=O)[O-])n1Cc1ccc(F)cc1 | -3 | -10 | 2 | 0 | 5 | -1 | -2 | 1 | -13
Cc1ccc(OC(=O)CCC(=O)Nc2ccc(C)c(C)c2)cc1 | 0 | -3 | 0 | 1 | 5 | -2 | 1 | 3 | 0
CCCCCSc1nc2c(c(=O)[nH]c(=O)n2C)n1CC | 3 | -5 | 1 | 2 | 0 | 0 | -1 | -1 | 2
COc1ccccc1C1CC(=O)Oc2cc(C)c(Br)c(C)c21 (stereo not drawn) | . | 5 | -1 | 3 | 4 | 2 | . | . | .
O=C(Nc1ccc([N+](=O)[O-])cc1)Nc1ccc(N2CCOCC2)c2nonc12 | -1 | 1 | 4 | 2 | 0 | -7 | 2 | 6 | 4
CCN(CC1COc2ccccc2O1)C(=O)CN1C(=O)NC(C)(c2ccccc2)C1=O (stereo not drawn) | . | -8 | 4 | -1 | 10 | 1 | 0 | . | -5
(further entries)
SMILES | Fam108B inh | PAFAH2 inh | PAFAH1B2 inh | pPAFAH inh | PAFAH1B3 FP inh | PAD4 FP inh | LYPLA1 counter | GSTO1 inh | PME-1 inh
COc1cccc(CNC(=O)Cc2csc(Nc3nc(=S)[nH]c4ccccc34)n2)c1 | -7 | 2 | 1 | 1 | 1 | 1 | -1 | 1 | -4
COc1cc(/C=N/NC(=O)c2ccoc2C)cc(OC)c1O | 0 | 0 | 2 | 9 | 4 | -5 | 4 | 6 | 1
O=C(NCCc1csc(-c2ccccc2)n1)c1ccco1 | 2 | -1 | 5 | 4 | -3 | -1 | -3 | 12 | 1
CC1CCCC(C)N1C(=O)c1ccc(CS(=O)(=O)c2ccccc2)cc1 (stereo not drawn) | 1 | 2 | 6 | 4 | -5 | 0 | 0 | 2 | 0
CCOC(=O)COc1ccccc1/C=C\[N+](=O)[O-] | 0 | 2 | 1 | 6 | 8 | 2 | 0 | 0 | -1
O=c1cc(/N=C/c2coc3c(ccc4ccccc43)c2=O)[nH]c(=S)[nH]1 | 1 | 27 | 4 | 6 | 16 | -1 | -3 | 42* | -3
N#Cc1cnn2c(C(F)(F)F)cc(-c3ccccc3)nc12 | -7 | 5 | 6 | -4 | -2 | 2 | -1 | 3 | 3
Cc1ccc(-c2nc3cc(Br)cnc3nc2-c2ccc(C)cc2)cc1 | 3 | 7 | -2 | 2 | 2 | -7 | -1 | -3 | 2
O=C(NCCC1=CCCCC1)C(=O)NCC1OCCCN1S(=O)(=O)c1cc(F)ccc1F (stereo not drawn) | 1 | 1 | 7 | 7 | 0 | -2 | -1 | -10 | 4
CCOC(=O)C1=C(C)NC2=C(C(=O)CC(C)(C)C2)C1c1ccc(O)c(OCC)c1 (stereo not drawn) | 5 | -1 | 3 | -4 | 8 | -2 | -1 | 13 | 2
CCC(=O)NC(=Nc1nc2ccccc2s1)NC(=O)CC | -3 | -1 | -2 | 1 | 0 | -2 | -3 | 3 | -1
O=C(C1CCN(CCCc2ccccc2)CC1)N(CCc1ccccc1)Cc1ccccc1 | 0 | 3 | 1 | 4 | -4 | -2 | 5 | 0 | 13
COc1ccc(CNc2nc3nc4c(c(=O)n3[nH]2)CCC4)cc1 | -1 | 3 | 11 | 0 | 6 | -5 | 0 | 5 | 8
CCC(=O)N(CCO)Cc1cc2ccc(C)c(C)c2[nH]c1=O | -1 | 1 | 1 | 4 | 6 | 1 | -3 | 8 | 2
CCC(C)(C(=O)NC1CCCCC1)N(Cc1ccco1)C(=O)CNC(=O)c1ccccc1 (stereo not drawn) | 1 | -1 | 2 | 2 | -3 | 6 | -3 | -6 | -2

A portion of the library; the hit share may differ from the screen's.
